Bioassay records deposited in PubChem BioAssay by National Center for Advancing Translational Sciences (NCATS).
BRCA1 expr act: BRCA1 expression activation; Potency, µM (highest dose often 46.1 µM), inactives show at the highest dose activation, actives largely listed as activators; AID 624202; 1.1% of 380,000 active; MCF7-BRCA1-FFLuc reporter, luminescence, 48 h; response scale: scaled: vehicle 0%, 10 µM genistein 100%; further: potency means the concentration at half of the fitted maximal effect; nearly all actives have a fitted effect of over 80% in size; some results filed as inactive show a strong effect at the top dose
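Using MCF7 cells harboring a BRCA1 firefly luciferase reporter, plated 2 h before compound pinning, the screen measured luminescence after 48 h incubation. Responses were normalized to DMSO and 10 microM genistein, then fitted for concentration-effect.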
p53 reactivation: re-activators of mutant p53. 0.063% of 320,000 active. Potency, µM (doses to about 92.2 µM), without a hit: at the highest dose activity change, positive = activation, actives largely listed as activators. H1299 p53-A138V BP100-luciferase reporter, luminescence, 24 h; further: potency means the concentration at half of the fitted maximal effect; % of control where 0% means no effect; nearly all actives have a fitted effect of over 45% in size
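p53-null H1299 cells stably carrying temperature-sensitive p53-A138V and a BP100-luciferase reporter were pinned with compounds (4-point, 1:5 series) and held 24 hrs at 37 deg C. Luminescence was read 10 min after detection reagent.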
ELG1 genotox: induces genotoxicity in HEK293T cells with luciferase-tagged ELG1 | HEK293T ELG1-luciferase reporter, luminescence, 16 h | Potency, µM (series often up to 46 µM), for the others: top-dose activity change, positive = activation, actives largely listed as activators | 1.3% of 330,000 active; further: potency means the concentration at half of the fitted maximal effect; % of control where 0% means no effect; nearly all actives have a fitted effect of over 60% in size
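DMSO vehicle served as control against compound-treated ELG1-luciferase HEK293T cells; exposure lasted 16 hr at 37 °C and 5% CO2, followed by ONE-Glo luminescence detection after 30 min.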
PKM2 activator: increases activity of human pyruvate kinase M2; P14618; purified PKM2, Kinase-Glo ATP luminescence, activation; response scale: 0% is enzyme alone, no compound; 0.34% of 260,000 active; Potency, µM (titrated, usually from 57.5 µM), inactives show at the top dose activation, most hits filed as activators; further: potency means the concentration at half of the fitted maximal effect; on the % scale 0 is the no-effect control and ±100 the full control effect; nearly all actives have a fitted effect of over 55% in size
Target sequence (P14618 whole entry, looked up): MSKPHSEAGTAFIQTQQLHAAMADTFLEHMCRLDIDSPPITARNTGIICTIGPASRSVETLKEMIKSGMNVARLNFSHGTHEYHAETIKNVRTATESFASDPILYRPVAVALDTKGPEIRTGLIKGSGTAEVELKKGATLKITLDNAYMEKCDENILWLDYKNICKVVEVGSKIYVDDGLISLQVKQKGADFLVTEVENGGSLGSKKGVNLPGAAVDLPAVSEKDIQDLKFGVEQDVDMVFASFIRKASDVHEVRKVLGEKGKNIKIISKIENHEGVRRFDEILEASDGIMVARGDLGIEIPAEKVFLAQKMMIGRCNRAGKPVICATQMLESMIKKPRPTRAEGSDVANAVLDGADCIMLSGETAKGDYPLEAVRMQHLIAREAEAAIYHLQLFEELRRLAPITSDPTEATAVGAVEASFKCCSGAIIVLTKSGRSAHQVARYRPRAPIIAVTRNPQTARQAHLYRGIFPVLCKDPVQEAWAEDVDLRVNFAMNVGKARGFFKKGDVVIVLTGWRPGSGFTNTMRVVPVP
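Kinase-Glo luminescence reports ATP generated from ADP (0.1 mM) and PEP (0.5 mM) by purified hPK-M2 after 1 h at room temperature, pH 7.2 imidazole buffer; intermediate enzyme activity allows detecting inhibitors and activators.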
Menin-MLL TR inh: menin-MLL binding inhibition, Texas Red mutant peptide; Potency, µM (series often up to 61.6 µM), inactives show at the highest dose FP activity change, negative = inhibition, actives largely listed as inhibitors; Menin + Texas Red MLL mutant peptide, fluorescence polarization; AID 1768; 0.23% of 270,000 active; O00255; active means well fitted inhibition curve with a large enough effect in the polarisation, with a control signal flat, not every such curve was filed as active; inconclusive means small, poorly fitted or top-dose-only effect, or effect the other way, or a change in a side signal; inactive means no such curve, though single readings can be large or run the other way; the % refers to the polarisation; further: potency means the concentration at half of the fitted maximal effect; % of control where 0% means no effect; many of its hits are not listed in these tables
Rab9 promoter act: Rab9 promoter activation. Huh7 Rab9 promoter-luciferase reporter, luminescence, 24 h. Potency, µM (doses to about 9.22 µM), for inactives: top-dose activation, negative = inhibition, hits mostly activators. 2.8% of 320,000 active. AID 485297; further: potency means the concentration at half of the fitted maximal effect; % of control where 0% means no effect; nearly all actives have a fitted effect of over 60% in size
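Luminescence from Amplite-detected luciferase (10 minutes, ambient) reports Rab9 promoter activation. Before that, stable Rab9-luciferase Huh7 cells (1500/well, reduced-serum OP-MEM I plus 10% FBS) were exposed to compound for 24 hours at 37C.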
NPC1 promoter act: NPC1 promoter activation; Huh7 NPC1 promoter luciferase reporter, 24 h; Potency, µM (top dose mostly 9.22 µM), for inactives: top-dose activation, usual class: activators; 2.4% of 320,000 active; AID 485313;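 further: potency means the concentration at half of the fitted maximal effect; % of control where 0% means no effect; nearly all actives have a fitted effect of over 60% in size; reporter is driven by a mutant NPC1 promoter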
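Luminescence read-out of NPC1 promoter-driven luciferase in stably transfected Huh7 cells; compounds delivered in DMSO and left 24 h at 37C, 5% CO2, qHTS titration format.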
Giardia kill: kills Giardia lamblia; Giardia lamblia trophozoite viability; activity change, % at 7.66 µM, hits read low; 0.15% of 340,000 active; in the data active means activity change below about -80%; inconclusive means between about -30% and that limit;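 further: parasites exposed to compound for two days anaerobically before the ATP read; on the % scale 0 is the no-effect control and ±100 the full control effect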
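Each well holds 100 Giardia trophozoites and compound. After two days (48 hrs) at 37 deg C in anaerobic conditions, ATP is quantified by luminescence.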
VP16 counter: Gal4-VP16 reporter inhibition counter-screen | Drosophila S2 Gal4-VP16 UAS-luciferase, luminescence, 20 h | Potency, µM (series often up to 53.6 µM), inactives show at the highest dose activity, negative = inhibition, hits mostly inhibitors | 3.5% of 310,000 active | AID 2546;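 further: Gal4-VP16 expression switched on by copper sulfate through the metallothionein promoter; potency means the concentration at half of the fitted maximal effect; on the % scale 0 is the no-effect control and ±100 the full control effect; nearly all actives have a fitted effect of over 50% in size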
FLuc counter: counter-screen for miR-21 project: firefly luciferase inhibitors or activators. P08659. purified FLuc, Km substrates, luminescence inhibition. Potency, µM (titrated, usually from 57.5 µM), for inactives: top-dose activity change, negative = inhibition, usual class: inhibitors. 6.9% of 360,000 active. AID 588342;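 further: potency means the concentration at half of the fitted maximal effect; plate controls were vehicle for no effect and reference inhibitor for full effect; nearly all actives have a fitted effect of over 55% in size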
Target sequence (P08659 whole entry, looked up): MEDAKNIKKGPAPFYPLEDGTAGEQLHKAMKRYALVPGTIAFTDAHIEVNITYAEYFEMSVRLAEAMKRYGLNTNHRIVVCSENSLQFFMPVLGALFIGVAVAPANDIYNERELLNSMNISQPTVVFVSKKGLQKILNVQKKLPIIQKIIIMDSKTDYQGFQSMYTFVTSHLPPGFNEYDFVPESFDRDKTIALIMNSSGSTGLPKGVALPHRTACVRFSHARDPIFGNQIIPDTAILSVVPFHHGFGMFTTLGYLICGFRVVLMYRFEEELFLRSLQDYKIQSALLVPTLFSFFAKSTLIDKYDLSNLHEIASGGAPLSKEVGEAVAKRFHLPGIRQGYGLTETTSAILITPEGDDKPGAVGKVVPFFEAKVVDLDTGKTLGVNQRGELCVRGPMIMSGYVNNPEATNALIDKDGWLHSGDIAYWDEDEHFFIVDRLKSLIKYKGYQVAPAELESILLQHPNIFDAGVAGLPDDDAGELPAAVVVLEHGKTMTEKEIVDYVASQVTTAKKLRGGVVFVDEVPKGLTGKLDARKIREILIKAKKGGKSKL
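Purified P. pyralis luciferase (10nM final) with 10uM D-luciferin and 10uM ATP (Km levels) in 50mM Tris acetate pH 7.5, 10mM Mg acetate, 0.01% Tween-20, 0.05% BSA; qHTS 6-point titration, ~60 µM downward; luminescence read.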
RORgamma inh: blocks mouse ROR gamma transcriptional activity; P51450; Drosophila S2 Gal4-RORgamma UAS-luciferase reporter, 20 h; Potency, µM (doses to about 53.6 µM), for inactives: top-dose activity change, negative = inhibition, hits mostly inhibitors; 5.4% of 310,000 active; further: potency means the concentration at half of the fitted maximal effect; on the % scale 0 is the no-effect control and ±100 the full control effect; nearly all actives have a fitted effect of over 60% in size
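Luciferase reporter read in Schneider cells carrying Gal4-RORγ (mouse) and UAS-Photinus luciferase; cells given compound 1 h before 700 uM copper sulfate induction, then incubated 20 h at ambient temperature.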
An asterisk follows results filed as active; ? = inconclusive; nt = not tested or not shown; [ ] = another dose, or the depositor's remark. Unless noted, the call rests on the fitted dose curve; in most records, active means well fitted curve in the direction sought with a large enough effect; inconclusive means small, poorly fitted or top-dose-only effect, or another doubt; inactive means no such curve, though single readings can be large; an effect the other way counts as inactive or inconclusive.

Every second line gives: BRCA1 expr act	p53 reactivation	ELG1 genotox	PKM2 activator	Menin-MLL TR inh	Rab9 promoter act	NPC1 promoter act	Giardia kill	VP16 counter	FLuc counter	RORgamma inh
> CC(=O)C1=C(O)CCCC1=NCc1nc2ccccc2[nH]1
→ -22%	-1%	-15%	1%	-21%	-2%	-4%	6	-1%	2%	5%
> COc1ccc(/C(C)=N/NC(=O)CNC(=O)c2cccnc2)cc1OC
→ -11%	-4%	2%	nt	7%	-5%	-1%	5	3%	3%	23%
> CCc1ccc(-n2c(=S)sc3c(=O)n(-c4ccccc4C)c(SCC(=O)O)nc32)cc1
→ -18%	-1%	-2%	nt	?	0%	-3%	21	0%	2%	11%
> O=C(CC(c1ccc(F)cc1)c1ccco1)Nc1nccs1 (stereo not drawn)
→ -29%	-2%	-14%	?	?	-1%	-6%	-5	-8%	1%	?
> CC(C)(NC(=O)c1cc(Cl)c2ccccc2c1O)C(=O)O
→ -28%	15%	0%	-12%	16%	2%	3%	10	-6%	?	2%
> Cc1nn(C(=O)c2cc([N+](=O)[O-])ccc2Cl)c(C)c1Br
→ 7%	0%	-1%	nt	10%	-6%	1%	19	-1%	0%	-2%
> COc1cccc(-n2c(Cc3cc(=O)[nH]c(=O)[nH]3)nnc2SCC(=O)N2CCC(C)CC2)c1
→ 2%	1%	2%	1%	-5%	-4%	-2%	5	9%	-1%	-21%
> CC#CC(=O)N1CCC(CCc2ccccc2)(C(=O)OCC)CC1
→ -8%	1%	0%	2%	?	1%	-1%	5	5%	2%	-7%
> Cc1cc([N+](=O)[O-])nn1CCCC(=O)Nc1cccnc1Cl
→ 21%	2%	0%	2%	-3%	-4%	-12%	4	9%	-1%	9%
> Cc1nn(-c2ccccc2)c(C)c1P(=O)(c1ccccc1)N(C)C (stereo not drawn)
→ 6%	-6%	2%	-2%	6%	6%	-1%	-7	-1%	9%	?
> Cc1cc(Cl)c(S(=O)(=O)NCc2cccnc2)cc1OCC(=O)NC1CCCCC1
→ 6%[1.84 µM]	-1%	0%	3%	-1%	-6%	1%	0	2%	6%	0%
> CCNC(=O)Nc1ccccc1C(=O)OC
→ -1%	-4%	2%	-1%	-6%	4%	-2%	-12	-3%[10 µM]	3%	36%
> O=c1c2ccccc2nc(/C=C/c2ccccc2)n1CCCO
→ 4%	4%	-1%	nt	?	-2%	-5%	-3	-15%	-15%	-1%
> Cc1cc(NC(=O)CSc2nnc(-c3ccco3)n2C)no1
→ 2%	2%	3%	nt	nt	-4%	-1%	17	nt	-1%	nt
> Cc1cc(=O)oc(C)c1C(=O)NC1CC(C)(C)NC(C)(C)C1
→ 0%	12%	12%	5%	-18%	0%	-1%	-7	-2%	3%	?
> Cc1ccc(S(=O)(=O)N2CCC(=O)N(CCOC(=O)Nc3ccc(F)cc3)CC2)cc1
→ 7%	-3%	-1%	20%	12%	1%	0%	-4	-7%	?	42%
> O=C(CN1CCOCC1)NNC(=S)Nc1ccc(Cl)cc1
→ -9%	0%	0%	-32%	10%	-2%	0%	-3	4%	3%	-34%
> Cc1ccc(CN(C(=O)c2c(F)cccc2F)C2CC(C)(C)NC(C)(C)C2)o1
→ 2%	1%	-3%	-8%	5%	-5%	6%	-11	-4%	2%	-21%
> NNC(=O)CCN1CCN(Cc2ccccc2)CC1
→ 4%	9%	-2%	-22%	-16%	13%	3%	1	?	-3%	9%
> CCOC(=O)[C@H]1[C@H]2COc3ccc(Cl)cc3[C@@H]2N2C(=O)CN(Cc3ccccc3)C(=O)[C@@]12C
→ -32%	-16%	-4%	nt	nt	-1%	-1%	3	nt	0%	nt

Record cards, as listed above. Order of values: BRCA1 expr act	p53 reactivation	ELG1 genotox	PKM2 activator	Menin-MLL TR inh	Rab9 promoter act	NPC1 promoter act	Giardia kill	VP16 counter	FLuc counter	RORgamma inh
`COc1cccc(-n2c(Cc3cc(=O)[nH]c(=O)[nH]3)nnc2SCC(=O)N2CCC(C)CC2)c1` is listed with 2%	1%	2%	1%	-5%	-4%	-2%	5	9%	-1%	-21%
`Cc1cc(=O)oc(C)c1C(=O)NC1CC(C)(C)NC(C)(C)C1` is listed with 0%	12%	12%	5%	-18%	0%	-1%	-7	-2%	3%	?

Following part:
Every second line gives: BRCA1 expr act	p53 reactivation	ELG1 genotox	PKM2 activator	Menin-MLL TR inh	Rab9 promoter act	NPC1 promoter act	Giardia kill	VP16 counter	FLuc counter	RORgamma inh
> Fc1cccc(CNCc2ccc3c(c2)OCO3)c1
→ 6%	nt	1%	-1%	-1%	9%	-1%	-22	-3%	3%	-7%[1.91 µM]
> CS(=O)(=O)c1ccccc1-c1nnc(NC(=O)c2ccc(S(=O)(=O)N3CCCC3)cc2)o1
→ 5%	1%	3%	nt	nt	0%	8%	-3	nt	-1%	nt
> CCNc1nc(NCC)nc(N/N=C/c2ccc(O)c(O)c2)n1
→ -36%	0%	?	-41%	7%	?	26%	-16	-20%	21µM*	?
> Cc1sc2ncnc(N3CCC(C(=O)Nc4ccc(C#N)cc4)CC3)c2c1C
→ -18%	-3%	-20%	nt	nt	-1%	-1%	-2	nt	0%	nt
> CCNC(=S)N(CCN(C)C)Cc1cc2cc(OCC)ccc2[nH]c1=O
→ -32%	2%	4%	2%	-6%	-9%	-3%	29	-15%	0%	-3%
> O=C(O)C1Nc2ccc(Br)cc2C2C=CCC12 (stereo not drawn)
→ 0%	nt	-3%	1%	?	0%	-2%	-12	nt	-16%	nt
> Cc1ccc2cc(CN(C(=O)c3ccco3)c3cccc(C)c3C)c(=O)[nH]c2c1
→ -25%	-6%	-4%	9%	nt	0%	0%	1	-2%	-19%	-5%
> CC(C)(C)c1ccc(C(=O)NCC(=O)OCCN2C(=O)c3ccccc3C2=O)cc1
→ 18%	9%	?	nt	nt	-3%	0%	0	nt	?	nt
> CC(C)c1nc2ccccc2c2nnc(SCC(=O)NCc3ccco3)n12
→ 3%	3%	-5%	0%	-28%	-4%	0%	2	3%	3%	-4%
> O=C(Cn1nnc(-c2ccccc2)n1)Nc1ccccc1N1CCOCC1
→ -6%	-10%	-8%	6%	5%	-1%	-2%	-13	13%	4%	-12%
> O=C1c2ccccc2C(=O)N1S(=O)(=O)c1ccccc1
→ 16%	12%	3%	-3%	nt	1%	-2%	27	2%	5%	-25%
> COC(=O)c1sccc1NC(=S)N1CCCCC1C (stereo not drawn)
→ -1%	-1%	-1%	-6%	-1%	-6%	0%	14	8%	-4%	?
> CCCN1CCC(=O)N([C@H](CSc2ccc(C)cc2)Cc2ccccc2)CC1
→ 0%	2%	-3%	10%	nt	-2%	-5%	-19	-10%	-1%	34%
> CCOc1ccc(-c2nnc3sc(COc4ccc(C)cc4)nn23)cc1
→ 0%	-3%	-1%	8%	4%	2%	2%	6	2%	-10%	-12%
> Clc1ccc(Cn2ncc3c(N4CCCCC4)ncnc32)c(Cl)c1
→ -4%	nt	nt	8%	-6%	nt	nt	-20	10%	-11%	42%
> Cc1ccc(Oc2ccc(S(=O)(=O)Nc3ccc(C(=O)O)cc3)cc2)cc1
→ -11%	2%	1%	nt	nt	-1%	0%	1	nt	5%	nt
> COC(=O)C1=C(C(=O)OC)SC(=C2C(=S)C(C)(C)N(C(=O)C3CC3)c3ccccc32)S1
→ -33%	-7%	-9%	-8%	?	-1%	3%	-17	1%	3%	8%
> ONC(=Nc1ccc(Cl)cc1)c1ccc(Cl)cc1
→ -39%	-3%	0%	-3%	13%	14%	3%	?	-15%	?	-22%
> Cc1ccc(C(=O)NCCCNC(=O)c2ccco2)cn1
→ -13%	0%	1%	-1%	0%	0%	3%	5	1%	-3%	-7%
> CC(=O)Nc1ccc(C(=O)CCl)cc1
→ -2%	-32%[inhibitor]	?	nt	nt	0%	-20%	3	?	-6%	4.5µM*
> CCCCn1nnnc1SCC(=O)Nc1ccc2c(c1)OCO2
→ -23%	4%	-1%	4%	18%	2%	1%	-8	24%	-18%	0%
> CCC(C)[C@H]1CNCCN1CCc1cc(C(F)(F)F)cc(C(F)(F)F)c1 (stereo partly drawn)
→ -13%	-23%	-2%	nt	nt	10%	-6%	2	nt	0%	nt

Single values from the entries so far.
`COC(=O)C1=C(C(=O)OC)SC(=C2C(=S)C(C)(C)N(C(=O)C3CC3)c3ccccc32)S1` | RORgamma inh: 8%
`Cc1ccc(C(=O)NCCCNC(=O)c2ccco2)cn1` | FLuc counter: -3%
`Cc1ccc2cc(CN(C(=O)c3ccco3)c3cccc(C)c3C)c(=O)[nH]c2c1` | BRCA1 expr act: -25%

The list is partial; rates above refer to the full screens.
